# Assay outcomes deposited in PubChem by National Center for Advancing Translational Sciences (NCATS).
# Abeta yeast res: qHTS for compounds that reverse cellular toxicity of Amyloid beta (A-beta) peptide in yeast: Primary Screen; Potency, µM (titrated, usually from 46.1 µM), for inactives: top-dose growth rescue, hits mostly activators; yeast expressing A-beta42, growth rescue, OD600, 48 h; response scale: 0% DMSO, 100% iron-clioquinol control; 410,000 compounds, 0.063% hits; AID 1347071, 2019; note: potency is the fitted concentration of half-maximal effect; nearly all actives have a fitted effect of over 55% in size
#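 Yeast A-beta toxicity model in growth medium with pinned compounds, 48 h at 30 C; growth read as absorbance at 600 nm. Normalized to FeCl3/clioquinol equimolar mix (positive) and DMSO (negative).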
# TDP-43 yeast inh: qHTS of TDP-43 Inhibitors; AID 652104, 2013; 410,000 compounds, 1.8% hits; Potency, µM (titrated, usually from 46.1 µM), for the others: at the highest dose growth rescue (activation), hits mostly activators; TDP-43 expressing yeast growth rescue, BacTiter-Glo, 24 h; note: potency is the fitted concentration of half-maximal effect; % of control where 0% means no effect; nearly all actives have a fitted effect of over 50% in size
#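 Readout is BacTiter-Glo luminescence of cell growth, so inhibitors register as activators. TDP-43-expressing yeast at OD600=0.02 in galactose medium, after raffinose pregrowth to mid-log, were incubated with compound for 24 hr at 30 deg C.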
# FUS yeast rescue: qHTS for Suppressors of FUS Proteinopathy: Primary screen using FUS-linked yeast assay; S. cerevisiae FUS-expressing, growth rescue, OD600, 24 h; Potency, µM (doses to about 76.6 µM), for inactives: at the highest dose growth rescue (activation), hits mostly activators; 390,000 compounds, 0.24% hits; AID 1347120, 2019;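 note: potency is the fitted concentration of half-maximal effect; plate controls were DMSO vehicle for no effect and reference control for full effect; nearly all actives have a fitted effect of over 55% in size; some results filed as inactive show a strong effect at the top dose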
#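 Toxicity suppression screen in FUS-yeast. Cells induced with 2% galactose, starting OD 0.005, treated 24hr at 30C with compounds at multiple final concentrations; growth by OD600.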
# EPAC2 ag: qHTS for Agonist of cAMP-regulated guanine nucleotide exchange factor 4 (EPAC2): primary screen. EPAC2 activation, biochemical qHTS; response scale: 100% = 6.5 mM cAMP response. 360,000 compounds, 0.079% hits. Potency, µM (top dose mostly 154 µM), for inactives: at the highest dose activation, usual class: activators; note: potency is the fitted concentration of half-maximal effect; nearly all actives have a fitted effect of over 50% in size
#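 Compounds were titrated in qHTS against a Rap1B-BODIPY-GDP (250 nM) complex with EPAC2 (100 nM) and GDP (50 uM). BODIPY-GDP release tracked at 480/540 nm over 30 min at room temperature, normalized to 6.5 mM cAMP.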
# EPAC2 antagonist: qHTS for Antagonist of cAMP-regulated guanine nucleotide exchange factor 2 (EPAC2): primary screen. AID 720708, 2013. 360,000 compounds, 0.18% hits. EPAC2 GEF exchange of Rap1B-BODIPY-GDP, fluorescence. Rap guanine nucleotide exchange factor 4 (Homo sapiens), Q8WZA2. Potency, µM (top dose mostly 114 µM), for inactives: at the top dose activity, negative = inhibition, actives largely listed as inhibitors; note: potency is the fitted concentration of half-maximal effect; % is set by controls: 0 for no effect and ±100 for the full control effect; nearly all actives have a fitted effect of over 45% in size; many of its hits are not listed in these tables
# D3 ag: qHTS of D3 Dopamine Receptor Agonist: qHTS | D(3) dopamine receptor (Homo sapiens), P35462 | D3R DiscoveRx beta-arrestin cells, luminescence, 90 min | max activation, % | 410,000 compounds, 0.58% hits | AID 652048, 2013; in the data active = max activation above about 30%; note: 0% is about no effect; mostly tested at two doses, the higher about 12 µM
# Target sequence (P35462 whole entry, looked up): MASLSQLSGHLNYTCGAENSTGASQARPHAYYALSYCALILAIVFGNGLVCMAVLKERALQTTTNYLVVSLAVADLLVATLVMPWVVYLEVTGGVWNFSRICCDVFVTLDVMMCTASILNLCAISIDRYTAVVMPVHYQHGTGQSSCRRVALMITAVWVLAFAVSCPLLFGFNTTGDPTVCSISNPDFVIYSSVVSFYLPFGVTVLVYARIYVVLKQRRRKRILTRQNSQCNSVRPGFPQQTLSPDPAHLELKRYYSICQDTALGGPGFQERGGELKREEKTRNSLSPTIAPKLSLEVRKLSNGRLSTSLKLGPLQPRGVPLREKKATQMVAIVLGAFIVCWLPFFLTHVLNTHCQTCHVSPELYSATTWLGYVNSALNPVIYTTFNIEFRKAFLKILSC
#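 Agonist-mode cell screen: cells plated at 1500/well and incubated overnight at 37 °C, then exposed to library compounds for 90 min at 37 °C. Detection reagent was added for 30–60 min at room temperature, and luminescence was read.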
# DRD3 antagonist: qHTS of D3 Dopamine Receptor Antagonist: qHTS; D(3) dopamine receptor (Homo sapiens), P35462; D3R cells, DiscoveRx beta-arrestin luminescence, antagonist mode; active compounds read low; max response, negative = inhibition, %; 360,000 compounds, 2.5% hits; in the data active = max response below about -50%; inconclusive = no clear call, values can overlap the other calls; note: % is set by controls: 0 for no effect and ±100 for the full control effect; mostly tested at two doses, the higher about 12 µM
#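 Cells expressing the human receptor were seeded at 1500 cells/well, incubated overnight at 37 degrees C in 5% CO2, then exposed to library compounds with dopamine controls for 90 minutes at 37 degrees C before luminescent detection.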
# aSyn rescue: qHTS of alpha-syn Inhibitors. Yeast expressing alpha-synuclein, growth rescue, BacTiter-Glo, 24 h. Potency, µM (titrated, usually from 46.1 µM), for inactives: at the top dose growth rescue (activation), hits mostly activators. 370,000 compounds, 0.14% hits. AID 652106, 2013; note: potency is the fitted concentration of half-maximal effect; % of control where 0% means no effect; nearly all actives have a fitted effect of over 65% in size
#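 Galactose-induced alpha-syn yeast (OD600=0.02, raffinose-pregrown) + pinned cpd, 24 hr, 30 deg C; growth by BacTiter-Glo luminescence. Growth restoration scores as activation.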
# * hit, by the source's call; u = inconclusive; x = not tested or not shown; [ ] = dose if it differs, or a comment. Unless noted, calls come from the whole dose curve; as a rule, active = well fitted curve in the direction sought with a large enough effect; inconclusive = small, poorly fitted or top-dose-only effect, or another doubt; inactive = no such curve, though single readings can be large; an effect the other way counts as inactive or inconclusive.
SMILES,Abeta yeast res,TDP-43 yeast inh,FUS yeast rescue,EPAC2 ag,EPAC2 antagonist,D3 ag,DRD3 antagonist,aSyn rescue
Cc1ccc(O)c(-c2cc(C(=O)Nc3ccc(S(=O)(=O)Nc4nc(C)cc(C)n4)cc3)[nH]n2)c1,11%,-20%,x,1%,-16%,5,1,0%
O=C(c1cc(C2CCCCN2C(=O)CCCc2ccccc2)on1)N1CCOCC1 (stereo unspecified),-26%,-6%,-1%,4%,7%,-7,-51*,u
COc1ccc(CC(=O)OCc2cc(=O)n3cc(Br)ccc3n2)cc1OC,-4%,14%,-13%,11%,4%,1,9,17%
CC(Oc1cccc(Cl)c1)C(=O)Nc1cc(Cl)ccc1N1CCOCC1 (stereo unspecified),-17%,27%,26%,6%,-11%,1,-15,15%
CC1(C(=O)NS(=O)(=O)c2ccc(Cl)cc2)CCN1C(=O)c1ccc(C2CCCCC2)cc1 (stereo unspecified),-8%,30%,7%,-2%,-30%,9,4,-40%[inhibitor]
COc1ccc(N2CCN(C(=O)c3ccc4ccccc4n3)CC2)cc1,-6%,20%,-3%,-1%,-2%,-1,-7,3%
CC(NC(=O)C1CCC(=O)N1Cc1ccc(F)cc1)c1ccc2c(c1)OCCO2 (stereo unspecified),-4%,14%,-3%,1%,1%,-6,0,1%
COc1ccc(/C=C2\CCCC3C2=NN(C(=O)c2ccco2)C3c2ccc(OC)c(OC)c2)cc1OC (stereo unspecified),-2%,0%,15%,-7%,-1%,14,48,7%
C[C@]12c3[nH]c4ccc(Cl)cc4c3CCN1C(=O)[C@@H](CC(=O)NCC13CC4CC(CC(C4)C1)C3)C[C@@H]2C(=O)N1CCCCC1,32%,19%,-17%,3%,2%,1,23,16µM*
CC1CC(C)CN(CCC(=O)Nc2cccc(Cl)c2)C1 (stereo unspecified),25%,20%,25%,-1%,10%,-3,u,-6%
O=C(NC1CCN(Cc2ccccc2)CC1)c1ccc(Cn2c(=S)[nH]c3ccc(N4CCOCC4)cc3c2=O)cc1,7%,14%,44%,2%,5%,-12,-71*,1%
CCCOC(=O)c1c(NC(=O)CSc2nc(-c3ccco3)cc(C(F)(F)F)n2)sc(C(=O)OC)c1C,16%,-5%,0%,5%,8%,3,16,-1%
Cc1ccc(-c2onc3ccc(Br)cc23)cc1,-13%,-15%,-6%,9%,-6%,-3,37,0%
CC1CCN(C(=O)C2CCCN(S(=O)(=O)c3cccc4nsnc34)C2)CC1 (stereo unspecified),5%,21%,11%,0%,16%,-1,0,0%
COc1ccc(-n2c(Cc3cccn3C)nnc2SCC(=O)Nc2nccs2)cc1,1%,13%,42%,6%,24%,-9,-13,0%
Cc1cc(C(=O)NNc2ccc(F)cc2)no1,0%,27%,-26%,6%,7%,-9,-17,15%
CCn1nc(C(=O)NCC(c2cccs2)N2CCOCC2)c2ccccc2c1=O (stereo unspecified),20%,-5%,12%,6%,u,-6,13,10%
CC(C)C[C@H](NC(=O)OC(C)(C)C)C(=O)N1CCC(C(=O)O)CC1,11%,1%,-9%,-6%,6%,-3,u,3%
CCCCC(CCC(=O)O)(C(=O)OCC)c1csc(N)n1 (stereo unspecified),-7%,-14%,8%,4%,7%,-1,0,0%
Cc1cc(C)cc(OCC(=O)OC(C)C(=O)Nc2c(C)n(C)n(-c3ccccc3)c2=O)c1 (stereo unspecified),-17%,1%,0%,4%,2%,4,1,-4%
Cc1cc(C)cc(NC(=O)CN2C(=O)COc3ccc(S(=O)(=O)Nc4ccccc4)cc32)c1,-12%,1%,30%,x,x,-16,x,x
COc1cccc(CN2C(=O)C3(SCC(=O)N3c3ccc(C)c(Cl)c3)c3ccccc32)c1 (stereo unspecified),-17%,20%,u,x,x,-10,x,-26%
O=C(N/C(=C/c1cccc([N+](=O)[O-])c1)C(=O)N1CCCC1)c1ccccc1,-6%,-1%,-16%,1%,12%,6,10,8%
O=C(NCc1n[nH]c(=S)n1-c1cccc(Cl)c1)c1ccc(S(=O)(=O)N2CCCCC2)cc1,-16%,-15%,30%,8%,11%,-4,-16,-4%
C/C=C/C=C/C(=O)N1CC2(CC(c3cccc(NC(=O)/C=C/C)c3)=NO2)C[C@@H]1C(N)=O (stereo partly specified),1%,8%,20%,13%,6%,-12,-13,1%
CCCCn1c(N)c(N(CC(C)C)C(=O)c2ccc(N3C(=O)c4ccccc4C3=O)cc2)c(=O)[nH]c1=O,-11%,4%,x,-3%,27%,-8,-28,-7%
O=C(c1ccc2c(c1)OCCO2)N1CCCC(CNS(=O)(=O)c2cccs2)C1 (stereo unspecified),4%,9%,-7%,12%,3%,9,10,1%
CCC(C)NC(=O)CSc1nnc(-c2cc(-c3cccs3)nc3ccccc23)o1 (stereo unspecified),-5%,4%,7%,23%,0%,5,43,0%
O=C(CC1NC2CCCCC2NC1=O)Nc1cccc(C(F)(F)F)c1 (stereo unspecified),2%,-6%,-18%,-4%,0%,2,13,1%
CC(C)c1cc(=O)n2[nH]c(SCc3ccccc3Cl)nc2n1,6%,-2%,-5%,2%,-3%,14,65,2%
Cc1cc(C)c(-c2csc(NC(=O)COC(=O)c3ccc4c(c3)OCO4)n2)c(C)c1,1%,19%,10%,8%,3%,-4,10,3%
CCOc1ccccc1NC(=O)N1c2ccccc2Sc2ccccc21,-5%,6%[9.22 µM],16%,x,x,7,x,x
CC(=O)CSc1ncnc2c1cnn2-c1ccccc1,-15%,13%,25%,8%,2%,2,4,-5%
COCCN(C(=O)C1CC1)c1nnc(-c2ccc(C)cc2)s1,-2%,u,22%,-6%,-4%,-4,-9,-5%
COc1ccc(S(=O)(=O)Nc2ccc(-c3ccc4nnc(C)n4n3)cc2)c(OC)c1,4%,12%,24%,-4%,-5%,7,26,-1%
Cc1nc(N2N=C3/C(=C/c4ccc(F)cc4)CCCC3C2c2ccc(F)cc2)sc1C(=O)N(C)C (stereo unspecified),0%,u,x,-9%,3%,-3,-7,11%

# The last four records of the section above come first, to join the parts.
SMILES,Abeta yeast res,TDP-43 yeast inh,FUS yeast rescue,EPAC2 ag,EPAC2 antagonist,D3 ag,DRD3 antagonist,aSyn rescue
CC(=O)CSc1ncnc2c1cnn2-c1ccccc1,-15%,13%,25%,8%,2%,2,4,-5%
COCCN(C(=O)C1CC1)c1nnc(-c2ccc(C)cc2)s1,-2%,u,22%,-6%,-4%,-4,-9,-5%
COc1ccc(S(=O)(=O)Nc2ccc(-c3ccc4nnc(C)n4n3)cc2)c(OC)c1,4%,12%,24%,-4%,-5%,7,26,-1%
Cc1nc(N2N=C3/C(=C/c4ccc(F)cc4)CCCC3C2c2ccc(F)cc2)sc1C(=O)N(C)C (stereo unspecified),0%,u,x,-9%,3%,-3,-7,11%
CCCCCCn1c(=O)c(C(=O)N/N=C/c2cccc(F)c2)c(O)c2ccccc21,-5%,-10%[0.397 µM],-11%,-7%,-7%,5,12,-1%
Cc1ccc(NC(=O)CNC(=O)c2cccs2)nc1,0%,21%,14%,9%,6%,-2,-13,-2%
CC(=O)c1ccc(N=c2scc(C)n2C(C)C)cc1,0%,8%[9.22 µM],-3%,0%,5%,-1,9,0%
O=C(NCCCN1CCCC1)c1ccc2c(c1)N(Cc1cccc(Cl)c1)C(=O)c1ccccc1S2=O (stereo unspecified),6%,8%,30%,-1%,-8%,-14,-25,5%
COc1ccc(-c2cc(NC(C)=O)c3ncc(-c4cccc(C(F)(F)F)c4)n3c2)c(OC)c1,2%,13µM*,u,-12%,-14%,6,18,23%
O=C(NCc1ccncc1)C(=O)Nc1nc(C23CC4CC(CC(C4)C2)C3)cs1,4%,-22%,x,11%,0%,-1,26,0%
Cc1ccc(C(=O)COc2ccc3c(C)cc(=O)oc3c2)cc1,12%,-3%,4%,18%,-4%,11,-14,5%
CCN(CC(=O)Nc1ccccc1C(F)(F)F)C(=O)c1ccc(NC(=O)c2cccs2)cc1,5%,22%,10%,-8%,9%,-5,12,-1%
Cc1ccc(C(=O)N/C(=C/c2ccccc2)C(=O)NCc2ccncc2)cc1,3%,3%,-20%,2%,-9%,4,-10,-2%
Cc1cc(C)nc(Nc2nc(C(N)Cc3ccccc3)cs2)n1 (stereo unspecified),u,14%,-7%,4%,12%,0,u,5%
CCOC(=O)CNc1c(-c2ccccc2)nc2ccc(Cl)cn12,-7%,10%,6%,9%,-3%,7,-4,-1%
Cc1ccc(C)n1NC(=O)c1ccco1,8%,3%,u,0%[15.6 µM],-7%,3,-6,5%
O=C(/C=C/Nc1ccccc1Br)c1ccccn1,6%,18%,-4%,6%,2%,-3,-26,0%
CCSc1cc(C2C(C(=O)OC)=C(C)NC3=C2C(=O)CCC3)c(C)o1 (stereo unspecified),0%,12%,-18%,-1%,-20%,2,11,6%
COc1cccc2c(=O)n(CC(=O)N3CCc4ccccc43)ccc12,-4%,6%,8%,1%,24%,0,-1,-4%
COc1ccccc1-c1nnc(SCC(=O)NC2CCCCC2)n1C,-3%,-7%,11%,11%,8%,-7,-15,-7%
Cc1cc(N2CCN(C)CC2)nc2ccc(NC(=S)N3CCC4(CC3)OCCO4)cc12,3%,-10%,2%,1%,-3%,2,9,1%
O=C(CSc1nnc(Cc2cccs2)n1C1CC1)NC1CCS(=O)(=O)C1 (stereo unspecified),-20%,-9%,-9%,3%,24%,-8,1,-3%
Cc1cc(C)c(C#N)c(SCc2ccc3c(c2)OCO3)n1,5%,4%,6%,11%,8%,-5,10,7%
O=c1c2sc3ccccc3c2n(Cc2ccccc2F)c(=O)n1-c1ccccc1Cl,3%,9%,-28%,x,x,2,x,x
CCN1C=C(C(=O)OC)C(c2cccc(OC)c2OC)C(C(=O)OC)=C1,-11%,12%,-9%,-5%,9%,-3,8,8%

# A portion of the library; the hit share may differ from the screen's.
